# 14-3-3 PPI: 14-3-3 gamma protein interaction modulation; P61981; FP, 14-3-3gamma / TMR-pS259-Raf peptide binding; inhibition, % at 40 µM; hit rate 0.19% among 160,000; in the data active means inhibition above about 30%;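 further: 0% = protein plus tracer without compound and 100% = blank with tracer alone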
# Target sequence (P61981 whole entry, looked up): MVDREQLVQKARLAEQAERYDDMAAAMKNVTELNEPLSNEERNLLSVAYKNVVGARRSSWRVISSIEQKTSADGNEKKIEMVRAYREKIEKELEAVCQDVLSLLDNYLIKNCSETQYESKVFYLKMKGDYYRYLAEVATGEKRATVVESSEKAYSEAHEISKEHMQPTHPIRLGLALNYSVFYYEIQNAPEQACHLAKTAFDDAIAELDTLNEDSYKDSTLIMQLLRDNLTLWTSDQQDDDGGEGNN
# Active calls of the source: *; & = joins results of further samples.
# Sample of the layout:
SMILES,14-3-3 PPI
COc1cccc(N2CC(C)Cn3c2nc2c3c(=O)n(CCN3CCOCC3)c(=O)n2C)c1 (stereo not given),3
CCOc1ccc(C2C(=O)N(C3CCCCCC3)CC(=O)N2CCc2ccccc2)cc1OC (stereo not given),-5
Cc1cccc(NC(=O)CSc2nc3c(cnn3-c3ccc(F)cc3)c(=O)[nH]2)c1C,-10
CC(C)(C)NC1=CC(=O)OC12CCCCC2,-8&0

# The list itself, from the first entry:
SMILES,14-3-3 PPI
COc1cccc(N2CC(C)Cn3c2nc2c3c(=O)n(CCN3CCOCC3)c(=O)n2C)c1 (stereo not given),3
CCOc1ccc(C2C(=O)N(C3CCCCCC3)CC(=O)N2CCc2ccccc2)cc1OC (stereo not given),-5
Cc1cccc(NC(=O)CSc2nc3c(cnn3-c3ccc(F)cc3)c(=O)[nH]2)c1C,-10
CC(C)(C)NC1=CC(=O)OC12CCCCC2,-8&0
COC(=O)C1=C(C)NC2=C(C(=O)CC(C)(C)C2)C1c1ccccc1Br (stereo not given),-13
Cc1cccc(-n2nc3c(c2NC(=O)c2ccc(S(=O)(=O)N4CCOCC4)cc2)CS(=O)C3)c1C (stereo not given),-3
CCOC(=O)c1c(NC(=O)CN(CC)CC)sc2c1CCCC2,-3
Cc1ccc(-n2c3nc(=O)[nH]c(=O)c-3cc3c(Cl)cccc32)cc1Cl,-30
CCC(=O)Nc1cccc(-c2cn3ccsc3n2)c1,1&-4
CS(=O)(=O)N1CCc2cc(C(=O)N3CCCCC3)ccc21,4
CC(=O)Nc1ccc(S(=O)(=O)NCC(C)NS(=O)(=O)c2ccc(NC(C)=O)cc2)cc1 (stereo not given),-2
Nc1ccc(S(=O)(=O)c2ccc(N)cc2)cc1,3
CCOC(=O)C1=C(C)NC2=C(C(=O)CC(c3cccs3)C2)C1c1coc2ccc(C)cc2c1=O (stereo not given),7
O=C(Nc1ccc(Br)cc1)c1cccc(S(=O)(=O)Nc2ccc(Br)cc2)c1,-1
CCN(CC)C(=O)C1=C(C)NC(=O)NC1c1c(F)cccc1Cl (stereo not given),-5
CCS(=O)(=O)N1CCC(C(=O)NCc2ccco2)CC1,-8&-3
CCOC(=O)N1CCN(S(=O)(=O)c2ccc3[nH]c(=O)sc3c2)CC1,-8
COC(=O)c1ccc(CSc2nc3c(cnn3-c3ccc(C)cc3)c(=O)[nH]2)o1,-6&3
NC(=O)c1c(NC(=O)COc2cccc(Br)c2)sc2c1CCCC2,-8
COc1cccc(CNC(=O)CCC2Nc3c4ccccc4nc(=S)n3C2=O)c1 (stereo not given),2
COc1cc(OC)cc(C(=O)Nc2ccccc2-c2nc3ccccc3[nH]2)c1,4
CCOc1cc2nc3c4ccccc4n(CC(C)C)c3nc2cc1OCC,4
CC(C)(C)n1nc2c(c1NC(=O)CCCc1ccccc1)CS(=O)C2 (stereo not given),3
CC12C(=O)N(c3ccccn3)C(=O)C1C1C=CC2C1 (stereo not given),-3
Cc1cccc(NC(=O)c2c(O)c3ccccc3n(C)c2=O)n1,-1
Cc1cc(C)cc(-n2c(=O)c3sccc3n(CC(=O)Nc3ccc(C)cc3Cl)c2=O)c1,-7
C=CCNC(=O)c1scc2c1OCCO2,-8
CCC1CCCCN1C(=O)c1cc2c(=O)n3ccccc3nc2s1 (stereo not given),-11
COC(=O)C1=C(C)N=C2SCCC(=O)N2C1c1ccccc1 (stereo not given),-2
COc1ccc(OC)c(NC(=O)C2CCCN(S(=O)(=O)c3c(C)noc3C)C2)c1 (stereo not given),-16
NC(=O)c1c(N=c2oc3ccccc3cc2C(=O)Nc2ccc(F)cc2)sc2c1CCCC2,-9
Cc1cccc(-c2c(C#N)cnc3ncnn23)c1,-3
COc1ccc(C2C3C(=O)N(c4cccc5ccccc45)C(=O)C3ON2c2ccccc2)cc1 (stereo not given),3
COc1ccc(C2(C(=O)Nc3ccc(C(C)=O)cc3)CCCC2)cc1OC,3
COc1ccc2nc(SCC(=O)Nc3cccc(NC(C)=O)c3)[nH]c2c1,-21
O=C(CCCn1c2ccccc2c(=O)c2ccccc21)Nc1cccc(Cl)c1,-21
O=C(Nc1ccccc1I)c1ccc([N+](=O)[O-])cc1,-7
CCN1C=C(C(=O)OC)C(c2cc(OC)c(OC)c(OC)c2)C(C(=O)OC)=C1,-3
COc1cccc(C2(O)CCN(C(=O)C3CC3)CC2)c1,5
CCc1nc2sc3c(N4CCCC4)ncnc3c2c2c1CCCC2,-8
CC(C)CCN(C)C1CCN(S(=O)(=O)c2ccc(Cl)cc2)CC1,2
O=S(c1ccsc1)c1ccsc1,-6
Cc1ccc(OC(=O)CCC(=O)Nc2ccc(S(N)(=O)=O)cc2)cc1,-11
CCOC(=O)c1ccc2nc(NC(=O)C(C)C)sc2c1,-1
COc1ccc(C2CC(c3cccc(NS(C)(=O)=O)c3)=NN2C(C)=O)cc1 (stereo not given),1
COc1cc(C(=O)N2CCN(C(=O)c3ccncc3)CC2)cc(OC)c1OC,3
N#Cc1nc(COc2ccc(Br)cc2)oc1NCc1cccnc1,-8
Cc1cc(Oc2coc3cc(OC(C)C(=O)OCC(C)C)ccc3c2=O)cc(C)c1Cl (stereo not given),-149
COc1ccc(N2CCN(C(=O)Cc3ccc(-n4c(=S)[nH]c5ccccc5c4=O)cc3)CC2)cc1,-22
CCCCOC(=O)Cn1c(=O)oc2ccc(C)cc21,-5
O=C(Nc1nc2ccccc2s1)c1ccc(F)cc1,-3
COC(=O)c1ccc(C(c2c(C)[nH]n(-c3ccccc3)c2=O)c2c(C)[nH]n(-c3ccccc3)c2=O)cc1,3
CN(C)c1ccc(NC(=O)Cn2ncn3c(cc4ccccc43)c2=O)cc1,3
COc1ccccc1NC(=O)c1cc(S(=O)(=O)NC2CCCCC2C)ccc1F (stereo not given),3
CCCn1c(COc2ccc(OC)cc2)nc2ccccc21,-5
Cc1cccc(NC(=O)CS(=O)(=O)c2cccc3nsnc23)c1C,8
CC1CCN(C(C(=O)Nc2ccc3c(c2)OCO3)c2ccccc2)CC1 (stereo not given),0&-6
CCCCSc1nnc2c(n1)OC(c1cccnc1)Nc1ccc(Br)cc1-2 (stereo not given),-34
Cc1nc(C)c(-c2csc(Nc3ccc(C(=O)O)cc3)n2)s1,-2
COc1ccc(-n2nc3c(c2NC(=O)c2cc(Cl)ccc2[N+](=O)[O-])CSC3)cc1,-6
# (further entries)
SMILES,14-3-3 PPI
Cc1nnc(NC(=O)c2ccc(C(C)(C)C)cc2)s1,0
C=CCNS(=O)(=O)c1ccc2nsnc2c1,-4
COc1ccc(OC)c(C2N(c3ccc(Cl)cc3)C(=O)C3CCCN32)c1 (stereo not given),-15
Cc1ccc(-n2ncc3c(=O)n(CC(=O)N4CCCc5ccccc54)cnc32)cc1C,-5
COC(=O)CCN1CCCCC1,-5
O=C(CC(C(=O)N1CCc2ccccc21)n1ccnc1)NCC1COc2ccccc2O1 (stereo not given),-8
O=C(CN(CCc1ccccc1)C(=O)Cn1nnc(-c2cccs2)n1)NCc1ccco1,4
Cc1ccc(N2CCN(c3ccccc3)CC2)nn1,-8
CCOCc1cnc(C)nc1NCC(=O)c1c(C)[nH]c2cc(C)ccc12,-9
COCCOC(=O)C1=C(C)NC(SCC(=O)NC(C)(C)C)=C(C#N)C1c1ccco1 (stereo not given),-9
Cn1cc(C(=O)NCCc2ccc(Cl)cc2)c2c3ccccc3n(C)c2c1=O,0
COCCOC(=O)c1ccc(NC(=O)c2ccc(Br)cc2)cc1,0
CC(C)(C)OC(=O)CSc1nc2c(c(-c3cccs3)c1C#N)CCC2,-28
COc1ccccc1N1C(=O)C2C(c3ccc(C)cc3)NC(CC(C)C)(C(=O)O)C2C1=O (stereo not given),-6
CC1(C)Cc2c(sc3nc4n(c(=N)c23)CCC4)CO1,5
COc1cccc(-c2nnc(-c3ccc([N+](=O)[O-])cc3)o2)c1,1
CCOC(=O)c1c(NC(=O)c2ccc(Cl)cc2)sc2c1CCC2,-4
Cc1ccc2c(c1)NC(c1ccccc1)C1=C(CC(C)(C)CC1=O)N2 (stereo not given),-3
CCOc1cc(NC(=O)C2CCCCC2)c(OCC)cc1NC(=O)c1ccco1,-15
Cc1ccc2cc(CN(CCCO)S(=O)(=O)c3cccc4nsnc34)c(=O)[nH]c2c1C,-3
Cn1c(NC(=O)c2ccccc2NC(=O)C(C)(C)C)nc2ccccc21,-6
COc1ccc(-n2nc3c(c2NC(=O)c2ccc([N+](=O)[O-])cc2)CS(=O)(=O)C3)cc1,4
COC(=O)c1ccc(-n2nnnc2SCc2nn[nH]n2)cc1,-2
O=C(CCn1c(=O)oc2ccccc21)Nc1ccccc1,-3
O=C(c1cc2ccccc2oc1=O)N1CCN(c2ccccc2F)CC1,-11
COc1ccc(Nc2c(-c3ccco3)nc3ccc(C)cn23)cc1,-12
CC(C)NC(=O)c1nn2c(C(F)(F)F)cc(-c3ccc(Br)cc3)nc2c1Br,2
CCOC(=O)c1[nH]c(C)c(C(=O)N2CCOCC2)c1C,-6
Cc1ccc(C(=O)CCC(=O)OCC(=O)Nc2ccc(Cl)cc2C)cc1,-12
Cc1cccc(OCC(O)Cn2c(=N)n(CCN3CCOCC3)c3ccccc32)c1 (stereo not given),-8

# Reprinted from the part before: 3 entries, followed by the next part.
SMILES,14-3-3 PPI
CCOC(=O)c1[nH]c(C)c(C(=O)N2CCOCC2)c1C,-6
Cc1ccc(C(=O)CCC(=O)OCC(=O)Nc2ccc(Cl)cc2C)cc1,-12
Cc1cccc(OCC(O)Cn2c(=N)n(CCN3CCOCC3)c3ccccc32)c1 (stereo not given),-8
COc1ccc(Cc2nnc(NC(=O)C3CCCO3)s2)cc1 (stereo not given),4
Cc1ccc(S(=O)(=O)N(CC(=O)O)Cc2ccccc2F)cc1,-3
CCOc1ccc(C(=O)Nc2ccc(NC(=O)c3ccco3)c(Cl)c2)cc1Br,-2&-2
Cc1[nH]nc(N=CC2=C(O)CC(C)(C)CC2=O)c1-c1ccccc1,-3
COc1ccc(N2C(=O)c3cccc(Oc4ccc(Cl)cc4)c3C2=O)cc1,-2
O=C(CSc1nc2ccccc2s1)NCCCN1CCOCC1,-14&2
Cc1occc1-c1nnc(SCC(=O)Nc2ccccc2)n1C(C)c1ccccc1 (stereo not given),-7
CCOC(=O)C1CCN(c2c(NCc3ccc(C(=O)NCCC(C)C)cc3)c(=O)c2=O)CC1,-2
COc1ccccc1C1c2c(-c3ccc(C)cc3)n[nH]c2C(=O)N1c1ccc(F)cc1 (stereo not given),-3
CCOC(=O)c1cnc2c(OC)cccc2c1Nc1ccc(C(C)=O)cc1,-9
COCCn1c(=N)c(C(=O)NCCc2ccccc2)cc2c(=O)n3cccc(C)c3nc21,-7&-9
CCOC(=O)Nc1ccc2c(c1)N(C(=O)CN1CCN(C)CC1)c1ccccc1S2,-3
C=CCSc1nncn1/N=C/c1ccc(OC)cc1,8
Cc1c(C(=O)Nc2nc3ccc(Br)cc3s2)sc2nc[nH]c(=O)c12,-6
COc1ccc(-c2nc3ncccn3c2NC2CCCC2)cc1,-3

# Some of the entries so far, with bars between the fields.
structure | 14-3-3 PPI
COc1ccc(Nc2c(-c3ccco3)nc3ccc(C)cn23)cc1 | -12
CC(C)NC(=O)c1nn2c(C(F)(F)F)cc(-c3ccc(Br)cc3)nc2c1Br | 2
CCOC(=O)c1[nH]c(C)c(C(=O)N2CCOCC2)c1C | -6
Cc1ccc(C(=O)CCC(=O)OCC(=O)Nc2ccc(Cl)cc2C)cc1 | -12

# More compounds:
SMILES,14-3-3 PPI
Cc1ccc(-c2ccc(=O)n(CC(=O)NCc3ccccn3)n2)cc1,-8
CN=C(Nc1cc(C)nn1CCC#N)c1ccc(F)cc1,-3
CCOC(=O)c1sc(NC(=O)c2cccnc2)nc1C,4
CCOC(=O)/C(C#N)=C1/C=CNC(=O)N1,-7
CC1CCCN(C(=O)C(Sc2ccccc2)c2ccccc2)C1 (stereo not given),-5
CC1Cc2ccccc2N1C(=O)CSc1nc2cc3c(cc2cc1C#N)OCO3 (stereo not given),-10
COc1ccc(CC(=O)N2N=C(C(F)(F)F)CC2(O)c2ccc(F)cc2)cc1OC (stereo not given),3
CCC(C)(NC(=O)c1ccc(=O)[nH]c1)C(=O)NC1CCCC1 (stereo not given),5&5
Cc1[nH]c2ccccc2c1CCN1C(=O)C2CC=CCC2C1=O (stereo not given),-13
CC1CC(=O)N(c2ccc(NCc3ccccc3Cl)c([N+](=O)[O-])c2)C1=O (stereo not given),1
O=C(C1CCN(S(=O)(=O)c2ccc(F)cc2)CC1)N1CCC(Cc2ccccc2)CC1,-5
COc1cccc(C(=O)N2CCN(Cc3ccccn3)CC2)c1OC,5&1
CCOc1ccc(NC(=O)CC2SC(=Nc3ccccc3)N(c3ccccc3)C2=O)cc1 (stereo not given),-9
COc1ccc(-c2cc(C(=O)OC(C)C)c3cc(Cl)ccc3n2)cc1,-17
COc1ccc(CCNC(=O)CSC2=Nc3ccccc3C3=NC(C(C)C)C(=O)N23)cc1OC (stereo not given),-8
O=C(Nc1cccnc1)c1ccc(Br)s1,-15
CC(=O)Nc1ccc(S(=O)(=O)NCCC(=O)OCCN2C(=O)c3ccccc3C2=O)cc1,2
COC(=O)C1=C(C)Nc2nc(SCc3ccccc3Cl)[nH]c(=O)c2C1c1ccc([N+](=O)[O-])cc1 (stereo not given),-2
O=C(NCc1cccs1)C1CCC(Cn2c(=S)[nH]c3ccccc3c2=O)CC1 (stereo not given),-5
O=C1c2ccccc2C(=O)N1CCc1nc2ccccc2c(=O)n1CCCn1ccnc1,3

# Screening data deposited in PubChem BioAssay by Emory University Molecular Libraries Screening Center.

# These rows are one share of the data; rates above refer to the full screens.
